EBI2 antag: EBI2 receptor antagonists, beta-arrestin recruitment, primary screen, cell-based, luminescence, 7a,25-OHC stimulation, uHTS | G-protein coupled receptor 183 (Homo sapiens), P32249 | 7a,25-OHC stimulated | inhibition, % at 5 µM | 0.81% of 360,000 active; in the data active = inhibition above about 38%;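 note: enzyme fragment complementation signal reports receptor beta-arrestin coupling in cells; 0% = agonist plus DMSO wells and 100% = wells without agonist; some results beyond the cut were filed as inactive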
Target sequence (P32249 whole entry, looked up, the tested form may be a part): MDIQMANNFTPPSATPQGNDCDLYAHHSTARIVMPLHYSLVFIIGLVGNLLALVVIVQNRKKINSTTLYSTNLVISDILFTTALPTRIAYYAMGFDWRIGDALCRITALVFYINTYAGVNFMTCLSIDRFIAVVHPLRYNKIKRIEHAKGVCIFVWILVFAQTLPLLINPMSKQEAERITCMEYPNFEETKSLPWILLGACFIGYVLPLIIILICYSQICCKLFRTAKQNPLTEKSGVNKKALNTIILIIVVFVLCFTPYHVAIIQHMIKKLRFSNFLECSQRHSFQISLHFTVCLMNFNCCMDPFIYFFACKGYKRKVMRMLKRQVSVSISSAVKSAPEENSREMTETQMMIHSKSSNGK
CXCR6 inh: CXCR6 receptor inhibitors, primary screen, cell-based, beta-arrestin, luminescence, CHO-K1 PathHunter, 1536-well; C-X-C chemokine receptor type 6 (Homo sapiens), O00574; inhibition, % at 20 µM; 0.36% of 360,000 active; AID 602244, 2012; in the data active = inhibition above about 34%, passing the limit was not always enough;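 note: antagonist mode with CXCL16 agonist at 10 nM final; 0% = 10 nM CXCL16 with DMSO and 100% = unstimulated wells without agonist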
Target sequence (O00574 whole entry, looked up): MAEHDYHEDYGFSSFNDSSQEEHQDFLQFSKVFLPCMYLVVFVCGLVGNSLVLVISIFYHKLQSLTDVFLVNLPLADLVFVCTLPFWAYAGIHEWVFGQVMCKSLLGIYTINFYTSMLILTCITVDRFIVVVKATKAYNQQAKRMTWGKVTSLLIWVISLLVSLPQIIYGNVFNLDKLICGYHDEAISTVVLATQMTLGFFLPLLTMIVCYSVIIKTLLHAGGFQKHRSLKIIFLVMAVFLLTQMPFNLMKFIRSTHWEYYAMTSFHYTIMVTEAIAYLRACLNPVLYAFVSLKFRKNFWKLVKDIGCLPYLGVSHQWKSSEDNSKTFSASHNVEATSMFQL
An asterisk follows results filed as active.

Screening COc1ccc(OC)c(NC(=O)Nc2nc(C(N)c3ccccc3Cl)cs2)c1 (configuration not stated) returned EBI2 antag -1.2 and CXCR6 inh -2.1.
Screening O=C(NCCCn1cccn1)c1cc(COc2ccccc2)on1 returned EBI2 antag 8.8 and CXCR6 inh 4.5.
Cc1ccc(C(O)c2ncc(-c3ccc(C(F)(F)F)cc3)[nH]2)cc1F (configuration not stated) was read as EBI2 antag 11.8 and CXCR6 inh -2.7.
For c1ccc2c(C(c3nnnn3-c3ccc4c(c3)OCCO4)N3CCOCC3)ccnc2c1 (configuration not stated) the results were EBI2 antag -12.4 and CXCR6 inh -0.5.
O=C1NC[C@@H](CCCCN2C[C@H](Cc3ccc(O)cc3)N(CCc3ccccc3)C(=O)C2=O)N(CCc2ccc(O)cc2)C1=O was read as EBI2 antag -4.4 and CXCR6 inh -0.4.
Screening CCCCCCCCN1C(=O)[C@H](CC(=O)N2CCCCC2)C[C@@]2(C(=O)OC)CCCCC=C12 returned EBI2 antag 12.5 and CXCR6 inh 8.7.
For CC1(C(=O)NS(=O)(=O)c2ccc(C#N)cc2)CCN1C(=O)c1cccc(F)c1 (configuration not stated) the results were EBI2 antag -3.8 and CXCR6 inh -5.3.
CCN1C(=O)[C@H]2[C@@H](c3ccc(C(F)(F)F)cc3)N[C@]3(CCCN(Cc4ccccc4)C3=O)[C@H]2C1=O was read as EBI2 antag -0.7 and CXCR6 inh -6.3.
Screening N#CC(=C1C=C(Br)C(=NO)C=C1Cl)c1cccc2ccccc12 returned EBI2 antag 10.4 and CXCR6 inh 39.9*.
O=C1NN=C2CCCCCC12 (configuration not stated) was read as EBI2 antag 3.3 and CXCR6 inh -1.0.
Screening Cc1ccccc1-c1nc2ccccc2c(=O)o1 returned EBI2 antag -2.2 and CXCR6 inh -0.6.
CSc1ccc(CN2C(=O)C(F)(F)Oc3c(C(C)=O)cccc32)cc1 was read as EBI2 antag 1.4 and CXCR6 inh -5.5.
Screening S=C1SCN(Cc2cccs2)CN1Cc1cccs1 returned EBI2 antag 13.4 and CXCR6 inh 13.9.
Screening Cc1ccc(OCCNC(=O)[C@H]2O[C@@H](n3ccc(=O)[nH]c3=O)[C@H](O)[C@@H]2O)cc1C returned EBI2 antag 2.9 and CXCR6 inh 3.3.
For CCCCNC(=O)OC1CC2CC1[C@H]1CCCCN1C2=O (some centres not stated) the results were EBI2 antag -9.1 and CXCR6 inh 5.0.
Screening CSc1cccc(CNC(=O)C2CCC(=O)N(CCc3ccccc3)C2)c1 (configuration not stated) returned EBI2 antag 14.9 and CXCR6 inh -7.9.
NC(c1csc(Nc2nncc3ccccc23)n1)c1ccccc1Cl (configuration not stated) was read as EBI2 antag -4.4 and CXCR6 inh 13.6.
`CCCS(=O)(=O)NC(=O)C1(C)CCN(C(=O)c2cccc(OC(F)(F)F)c2)C1` (configuration not stated) gave EBI2 antag -12.8 and CXCR6 inh 4.2.
For COCCN(C(=O)COC(=O)Cc1ccc(Cl)cc1)c1c(N)n(Cc2ccccc2)c(=O)[nH]c1=O the results were EBI2 antag -2.1 and CXCR6 inh 5.8.
COc1ccccc1NC(=O)COC(=O)c1ccc2c(=O)n3c(nc2c1)CCC3 was read as EBI2 antag -2.1 and CXCR6 inh 0.6.
`Cc1ccc(N2CC(O)CSC2=Nc2ccccc2)cc1` (configuration not stated) gave EBI2 antag -3.4 and CXCR6 inh -1.9.
CCc1nc2c(OCC3CCCCC3)cccn2c1N(C)C(=O)c1ccccc1F was read as EBI2 antag 10.6 and CXCR6 inh 14.3.
Screening COc1cc(CN2C(=O)C(C)ON=C2c2ccccc2F)cc(OC)c1 (configuration not stated) returned EBI2 antag 1.8 and CXCR6 inh 7.0.
Screening CCNC(=O)C1CCCN(Cc2ccc(C(=O)OCC)cc2)CC1 (configuration not stated) returned EBI2 antag -1.5 and CXCR6 inh -7.5.
C[C@@H]1CN([C@@H](C)CO)S(=O)(=O)c2ccc(-c3ccc(C(=O)N(C)C)cc3)cc2O[C@@H]1CN(C)Cc1ccccc1C(=O)O was read as EBI2 antag -6.5 and CXCR6 inh -4.1.
For O=C(Nc1ccc2c(c1)OCO2)c1ccc2sc([C@H]3C[C@H](O)[C@@H](CO)O3)nc2c1 the results were EBI2 antag -8.6 and CXCR6 inh 2.2.
`C[C@H](O)CNC(=O)c1[nH]cnc1C(=O)Nc1ccc(CNC(=O)OC(C)(C)C)cc1` gave EBI2 antag -8.8 and CXCR6 inh 0.2.
Screening Cc1cc(=O)c2ccc(NC(=O)c3ccccc3)cc2[nH]1 returned EBI2 antag 3.4 and CXCR6 inh 0.9.
`CC1CCCC(C)N1CCCNC(=O)C1CCCN(S(=O)(=O)N2CCCCC2)C1` (configuration not stated) gave EBI2 antag 0.2 and CXCR6 inh 3.3.
`c1ccc2c(-c3cccc4nccn34)cncc2c1` gave EBI2 antag -3.3 and CXCR6 inh -7.8.
`Cc1cccc(NC(=O)COC(=O)c2c(-c3ccccc3)noc2C)c1` gave EBI2 antag 4.1 and CXCR6 inh 0.3.
COc1ccc(C(C)(O)c2nc(-c3ccc(OC)nc3)cs2)cc1 (configuration not stated) was read as EBI2 antag 10.2 and CXCR6 inh 5.4.
Screening C[C@@H]1CN([C@@H](C)CO)C(=O)c2cc(Br)cnc2O[C@H]1CN(C)C(=O)Nc1ccc2c(c1)OCO2 returned EBI2 antag -7.8 and CXCR6 inh 4.0.
`C[C@@H]1CNC(=O)c2c(C(=O)NCC(=O)OC(C)(C)C)ncn21` gave EBI2 antag 2.8 and CXCR6 inh -9.0.
`O=C(NCCCN1CCCC1)c1ccc2c(c1)N(Cc1cccc(Cl)c1)C(=O)c1ccccc1S2(=O)=O` gave EBI2 antag -6.7 and CXCR6 inh 15.4.
For O=C(COC(=O)c1ccc(S(=O)(=O)N2CCOCC2)cc1)NCc1ccco1 the results were EBI2 antag -4.7 and CXCR6 inh -0.6.
Screening CCc1nc2ccc(C(=O)Nc3cc(-c4ccccc4)ccc3OC)cn2c1N(CC)CCN(C)C returned EBI2 antag -3.1 and CXCR6 inh -5.4.
`S=C1SC2(CCCCCC2)NC2=C1CCCCC2` gave EBI2 antag -9.8 and CXCR6 inh 1.7.
Screening COCCNC(=O)C1CCCN(Cc2ccc(C(C)C)cc2)CC1 (configuration not stated) returned EBI2 antag 9.9 and CXCR6 inh -4.9.
C[C@@H]1CN([C@H](C)CO)C(=O)CCCn2cc(nn2)CO[C@H]1CN(C)C(=O)C1CC1 was read as EBI2 antag -1.2 and CXCR6 inh 3.2.
Screening CCCCCC(=O)N1C[C@@H](O)[C@H](n2cc(-c3ccc(F)cc3)nn2)C[C@@H]1c1ccccc1 returned EBI2 antag 19.0 and CXCR6 inh 9.5.
`O=C1NC(Cc2ccc(O)cc2)c2nc3cc(F)ccc3c(=O)n2-c2ncccc21` (configuration not stated) gave EBI2 antag -7.7 and CXCR6 inh 7.8.
Screening O=C(O)c1c(Cl)c(Cl)c(Cl)c(Cl)c1C(=O)OCC1CCCO1 (configuration not stated) returned EBI2 antag -14.5 and CXCR6 inh -0.5.
For COc1ccc(N2C(c3cc(OC)cc(OC)c3)=Cc3ccccc3C2CC(C)=O)cc1 (configuration not stated) the results were EBI2 antag 7.9 and CXCR6 inh -11.2.
For C[C@H]1CN([C@@H](C)CO)C(=O)CCCn2nncc2CO[C@@H]1CN(C)Cc1cccc(O)c1 the results were EBI2 antag -6.4 and CXCR6 inh -6.2.
`O=C(NC(c1ccc(-c2ccccc2)cc1)c1cnccn1)C1CCN(Cc2ccc(Cl)c(Cl)c2)CC1` (configuration not stated) gave EBI2 antag 13.9 and CXCR6 inh -1.4.
For COc1cc(NCCCCC(C)N)c2nccc(C)c2c1 (configuration not stated) the results were EBI2 antag -25.7 and CXCR6 inh -13.3.
Screening COc1ccc(C(C)(NC(C)=O)c2nc(-c3ccc(F)c(Cl)c3)cs2)cc1 (configuration not stated) returned EBI2 antag 5.5 and CXCR6 inh -2.7.
`CCC(=O)N1Cc2cc(C(=O)N(C)C)nc(-c3cccc(-c4cncnc4)c3)c2[C@@H]1CCO` gave EBI2 antag -0.7 and CXCR6 inh -4.2.
Screening Cc1ccc(CNC(=O)C2(C)CCN2C(=O)Cc2ccc(-c3ccccc3)cc2)cc1 (configuration not stated) returned EBI2 antag 3.6 and CXCR6 inh 1.9.
Screening CC(=O)Nc1cccc(NC(=O)c2ccc(S(=O)(=O)NCc3ccco3)cc2)c1 returned EBI2 antag 5.1 and CXCR6 inh 0.3.
Screening CSCCC(C(=O)Nc1c(C)cccc1C)N1CCC(Cc2ccccc2)CC1 (configuration not stated) returned EBI2 antag 6.2 and CXCR6 inh 4.4.
`COc1cccc(C(C)(O)c2nc(-c3cccc(NC(C)=O)c3)cs2)c1` (configuration not stated) gave EBI2 antag 4.8 and CXCR6 inh 4.9.
`CCCS(=O)(=O)NC(=O)C1(C)CCN(C(=O)Cc2ccc(OC)c(OC)c2)C1` (configuration not stated) gave EBI2 antag -7.4 and CXCR6 inh -0.2.
C[C@@H]1CN([C@H](C)CO)C(=O)CCCn2nncc2CO[C@H]1CN(C)S(=O)(=O)c1cn(C)cn1 was read as EBI2 antag -1.4 and CXCR6 inh -6.3.
O=C(NCCO)c1cccc(-c2cccc3nncn23)c1 was read as EBI2 antag -2.6 and CXCR6 inh 0.6.
Screening COc1ccc(-c2cc3nc(NCCCN(C)C)n(C)c(=O)c3s2)cc1OC returned EBI2 antag -0.1 and CXCR6 inh 1.3.
For c1ccc2c(c1)oc1c(-c3ccc4nccn4c3)cccc12 the results were EBI2 antag 16.1 and CXCR6 inh -10.0.
Screening O=C(Nc1nnc([C@H]2C[C@H](O)[C@@H](CO)O2)s1)Nc1cccc(Cl)c1Cl returned EBI2 antag -14.3 and CXCR6 inh -3.4.
C[C@H](CO)N1C[C@H](C)[C@@H](CN(C)S(=O)(=O)c2ccc(Oc3ccccc3)cc2)OCc2cn(nn2)CCCC1=O was read as EBI2 antag 1.0 and CXCR6 inh -1.7.
For C#CCn1cc2c(c1-c1ccccc1)c(=O)n(C)c(=O)n2C the results were EBI2 antag -11.6 and CXCR6 inh 0.7.
Screening CCOC(=O)c1cc(OC)c2cccc(CN3CCC(C)(C(=O)NCCOC)C3)c2c1 (configuration not stated) returned EBI2 antag 3.7 and CXCR6 inh 2.2.
Screening Nc1ccn([C@@H]2O[C@H](CNCc3cnc(N4CCOCC4)nc3)[C@@H](O)[C@H]2O)c(=O)n1 returned EBI2 antag -16.0 and CXCR6 inh -7.0.
COc1cc(NC(=O)Nc2nnc([C@H]3C[C@H](O)[C@@H](CO)O3)s2)cc(OC)c1OC was read as EBI2 antag -5.0 and CXCR6 inh -6.4.
For Cn1c(=O)c2c(-c3ccccc3)n(-c3cccc(O)c3)cc2n(C)c1=O the results were EBI2 antag -14.1 and CXCR6 inh -0.2.
C[C@H](NC(=O)[C@@H]1CCCN1C(=O)[C@@H]1CCCN1)c1ccccc1 was read as EBI2 antag -9.1 and CXCR6 inh -7.2.
COC(=O)c1ccc2nc(-c3ccccc3)c(Cc3ccccc3C(F)(F)F)n2c1 was read as EBI2 antag 16.2 and CXCR6 inh 14.0.
Screening CC1(C(=O)NS(=O)(=O)c2cccs2)CCN1C(=O)C1(c2ccccc2)CCCC1 (configuration not stated) returned EBI2 antag 3.7 and CXCR6 inh -1.4.
Screening CCOC(=O)N(C)C[C@@H]1OCc2cnnn2CCCC(=O)N([C@@H](C)CO)C[C@@H]1C returned EBI2 antag -8.4 and CXCR6 inh -3.7.
COc1ccc(-c2ccc(SCC(=O)NC3CCCC3)nn2)cc1 was read as EBI2 antag 7.5 and CXCR6 inh -2.8.
Screening COc1ccc(C(C)(O)c2nc(-c3ccc(F)cc3OC)cs2)cc1 (configuration not stated) returned EBI2 antag 17.4 and CXCR6 inh 6.2.
`Cc1ccc(NC(=O)CSCC(=O)N(C)CC(=O)Nc2c(C)cccc2C)cc1` gave EBI2 antag 5.7 and CXCR6 inh 4.7.

Structural class, those above with fluorine.
Cc1ccc(C(O)c2ncc(-c3ccc(C(F)(F)F)cc3)[nH]2)cc1F (configuration not stated) was read as EBI2 antag 11.8 and CXCR6 inh -2.7.
For CC1(C(=O)NS(=O)(=O)c2ccc(C#N)cc2)CCN1C(=O)c1cccc(F)c1 (configuration not stated) the results were EBI2 antag -3.8 and CXCR6 inh -5.3.
CCN1C(=O)[C@H]2[C@@H](c3ccc(C(F)(F)F)cc3)N[C@]3(CCCN(Cc4ccccc4)C3=O)[C@H]2C1=O was read as EBI2 antag -0.7 and CXCR6 inh -6.3.
CSc1ccc(CN2C(=O)C(F)(F)Oc3c(C(C)=O)cccc32)cc1 was read as EBI2 antag 1.4 and CXCR6 inh -5.5.
`CCCS(=O)(=O)NC(=O)C1(C)CCN(C(=O)c2cccc(OC(F)(F)F)c2)C1` (configuration not stated) gave EBI2 antag -12.8 and CXCR6 inh 4.2.
CCc1nc2c(OCC3CCCCC3)cccn2c1N(C)C(=O)c1ccccc1F was read as EBI2 antag 10.6 and CXCR6 inh 14.3.
Screening COc1cc(CN2C(=O)C(C)ON=C2c2ccccc2F)cc(OC)c1 (configuration not stated) returned EBI2 antag 1.8 and CXCR6 inh 7.0.
Screening CCCCCC(=O)N1C[C@@H](O)[C@H](n2cc(-c3ccc(F)cc3)nn2)C[C@@H]1c1ccccc1 returned EBI2 antag 19.0 and CXCR6 inh 9.5.
`O=C1NC(Cc2ccc(O)cc2)c2nc3cc(F)ccc3c(=O)n2-c2ncccc21` (configuration not stated) gave EBI2 antag -7.7 and CXCR6 inh 7.8.
Screening COc1ccc(C(C)(NC(C)=O)c2nc(-c3ccc(F)c(Cl)c3)cs2)cc1 (configuration not stated) returned EBI2 antag 5.5 and CXCR6 inh -2.7.
COC(=O)c1ccc2nc(-c3ccccc3)c(Cc3ccccc3C(F)(F)F)n2c1 was read as EBI2 antag 16.2 and CXCR6 inh 14.0.
Screening COc1ccc(C(C)(O)c2nc(-c3ccc(F)cc3OC)cs2)cc1 (configuration not stated) returned EBI2 antag 17.4 and CXCR6 inh 6.2.

Not all compounds are listed, so the mix of outcomes need not match the whole.
